IDE inh = inhibits human insulin-degrading enzyme in HEK cells; inhibition, % at 5.59 µM; P14735; 320,000 tested, 0.41% active; AID 434962; FAbetaB cleavage, fluorescence polarization;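 active means percent inhibition above the average of all tested compounds plus 3 SD, set per screening campaign, cut at about 16% in these data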;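 further: IDE supplied by intact live HEK cells; FP after avidin binding of uncleaved biotin substrate so inhibition keeps polarization high; 0% = DMSO wells and 100% = 60 µM reference IDE inhibitor Ii1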
SUMO HTRF inh = SUMOylation inhibition | P63279 | HTRF SUMOylation assay, SAE1/SAE2 + UBC9, in vitro | inhibition, % at 35 µM | 290,000 tested, 0.36% active; in the data active means inhibition above about 50%, passing the limit was not always enough; further: strong numbers were not always called active
Target sequence (P63279 whole entry, looked up): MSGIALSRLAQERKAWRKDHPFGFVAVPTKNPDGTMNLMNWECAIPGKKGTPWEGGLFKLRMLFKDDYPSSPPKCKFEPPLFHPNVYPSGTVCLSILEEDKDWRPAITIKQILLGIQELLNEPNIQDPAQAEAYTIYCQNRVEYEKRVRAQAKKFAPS
p-CIP stab down = compounds decreasing mouse p/CIP protein stability; Q05BA5; F442A p/CIP-EGFP cells, EGFP fluorescence, 16 h; decrease of EGFP signal, % at 10 µM; 290,000 tested, 0.01% active;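 active means EGFP signal decrease of at least 30% at 10 µM or well 3 SD below plate mean, unless failing retest; inactive means the rest, including hits failing retest or dose response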; further: some compounds called inactive have numbers as strong as hits; many of its hits are not listed in these tables
NS3 helicase inh = HCV NS3 helicase inhibition. NS3 helicase DNA unwinding, Cy5 molecular beacon fluorescence. inhibition, % at 10.9 µM. 290,000 tested, 0.56% active. AID 1800;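 active means inhibition above the mean of all tested compounds plus 3 SD, set per campaign, cut at about 35% in these data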;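 further: 0% = DMSO wells and 100% = thioflavine S control wells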
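Assay system: hepatitis C virus NS3 helicase domain fragment enzyme. Also added: annealed dual-labelled DNA beacon duplex, ATP-started. Timing: 1 h reaction at 25 °C, ATP-initiated. Technique: Cy5 fluorescence at 0 and 60 min, beacon hairpin quenching. Evaluation: % inhibition of unwinding. Replication: one well per compound.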
VIM-2 inhibitor = blocks Pseudomonas aeruginosa VIM-2 metallo-beta-lactamase. purified VIM-2, nitrocefin hydrolysis, epi-absorbance fluorescence. inhibition, % at 5.6 µM. 290,000 tested, 0.89% active;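 active means inhibition above the mean of all tested compounds plus 3 SD, cutoff set per screening run, cut at about 7.5% in these data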;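 further: red hydrolysis product quenches plate fluorescence so inhibitors raise well fluorescence; 0% = enzyme with DMSO and 100% = DMSO without enzyme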
CRFBP-R2 block = antagonists of CRF-binding protein/CRF-R2 receptor complex. HEK293 CRF-R2/CRF-BP, CRF-induced calcium fluorescence. inhibition, % at 11.8 µM. 350,000 tested, 0.59% active. AID 588475;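 active means inhibition of the ligand-induced calcium signal above about 50% at the single tested concentration, limit read from the data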
IDE cell activ = IDE (human) activation, cell-based; P14735; HEK cells, FAbeta-B cleavage, fluorescence polarization; 0% vehicle, 100% cell-free pure enzyme wells; activation, % at 5.96 µM; 340,000 tested, 0.073% active;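 active means activation above the mean of all tested compounds plus 3 SD, set per screening campaign, cut at about 17% in these data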
IMP-1 inh = inhibitors of Pseudomonas aeruginosa IMP-1 metallo-beta-lactamase. 290,000 tested, 0.45% active. inhibition, % at 5.6 µM. AID 1556. purified IMP-1, nitrocefin hydrolysis, epi-absorbance fluorescence;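 active means inhibition above the mean plus 3 SD of all compounds in the same screening run, cut at about 4.5% in these data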;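 further: 0% = IMP-1 with DMSO and 100% = DMSO wells lacking enzyme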
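System – purified recombinant IMP-1 beta-lactamase · Input – IMP-1 dispensed at 0.2 nM · Timing – 15 min preincubation plus 25 min reaction at 25 °C · Signal – Epi-absorbance fluorescence, 480 nm excitation, 530 nm emission · Measure – percent IMP-1 inhibition derived from blank-referenced optical density · Controls – Enzyme-plus-DMSO low control, enzyme-free DMSO high control · Replication – singlicate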
GalR3 antagonist = human GalR3 antagonism; 360,000 tested, 0.44% active; O60755; AID 651719; HEK293 GalR3-CNG cAMP membrane potential fluorescence; galR3 body fused to GalR1 C-terminus; inhibition, % at 3 µM;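 active means inhibition above the screen-wide average plus 3 SD, cut at about 13% in these data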;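 further: forskolin and galanin both at EC90 stimulate the cells; cAMP rise reported by CNG channel membrane potential dye signal; 0% = forskolin plus galanin with DMSO and 100% = forskolin alone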
Target sequence (O60755 1-299 limits assumed): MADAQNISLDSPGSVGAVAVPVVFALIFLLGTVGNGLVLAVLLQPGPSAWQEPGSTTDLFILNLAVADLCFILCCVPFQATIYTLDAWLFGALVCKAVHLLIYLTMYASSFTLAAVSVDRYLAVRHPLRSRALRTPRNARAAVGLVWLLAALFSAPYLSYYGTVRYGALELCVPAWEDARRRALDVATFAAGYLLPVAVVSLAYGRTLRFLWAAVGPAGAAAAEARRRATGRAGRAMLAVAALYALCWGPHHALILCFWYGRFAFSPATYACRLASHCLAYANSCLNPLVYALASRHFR
* marks the source's active call; other numbers are inactive results; . = not tested or not shown.

SMILES	IDE inh	SUMO HTRF inh	p-CIP stab down	NS3 helicase inh	VIM-2 inhibitor	CRFBP-R2 block	IDE cell activ	IMP-1 inh	GalR3 antagonist
O=C(Nc1ccccc1)N1C(=O)C2(OCCO2)c2ccccc21	-2	18	-2	-15	-0.1	24	5	-0.5	-3
CCOc1cc(N2CCOCC2)c(OCC)cc1NC(=O)c1ccc(OCc2c(C)noc2C)c(OC)c1	8	3	-3	8	-3.7	5	1	-2.6	-6
O=C1C2CC=CCC2C(=O)N1c1ccc(NCCc2cccc(F)c2)c([N+](=O)[O-])c1 (stereo not drawn)	5	6	-9	-2	-3.4	-52	6	-3.1	1
COc1ccc(CNC(=O)Cn2cc([N+](=O)[O-])nc2C)cc1	-3	4	-25	5	-3.1	29	-4	-2.5	-5
CCOC1=NN(c2ccccc2)C(=O)/C1=C\N(C)C	5	0	6	3	-1.8	6	2	-1.8	-5
CCC(CC)NCCOC(=O)c1ccc([N+](=O)[O-])cc1	8	15	1	4	-2.6	-29	4	-3.7	-9
COc1cc(C2=NC(CO)(CO)CO2)cc(OC)c1OC	-2	9	-5	0	-0.7	2	-1	-1.2	-3
OC1CCN(C(=S)Nc2ccc(Oc3ccccc3)cc2)CC1	1	14	-11	4	-2.4	5	4	1.6	-4
Cc1cccc(CN2CCC(CNC(=O)Cn3ncc4c([nH]c5ccccc54)c3=O)CC2)c1	-9	26	-3	-12	0.9	14	3	-1.6	0
O=C(NCc1nc2ccccc2[nH]1)c1c(F)c(F)c(F)c(F)c1F	-1	12	-13	7	-2.6	-2	6	-1.8	6
O=C(COc1ccccc1)NNc1nc2c(F)cc(F)cc2s1	0	-16	-9	-2	-3.4	0	1	-6.4	-7
COCCn1c(N)c(C(=O)Nc2sc3c(c2C(=O)OC)CCCC3)c2nc3ccccc3nc21	-1	23	-25	5	-2.6	-11	4	-7.0	-4
CCOC(=O)C1CCN(C(=O)c2c(-c3ccccc3)noc2C)CC1	-8	16	-11	-1	-2.8	-12	6	-2.1	-4
COC(=O)n1c(=O)oc2ccc(S(=O)(=O)N3CCCCC3)cc21	0	0	2	4	-1.9	14	2	-2.7	3
COc1ccc(C(=O)NCc2ccncc2)cc1S(=O)(=O)N1CCOCC1	-1	.	.	.	.	-2	3	.	-4
Cc1ccc(CN2[C@@H](CC(C)C)COCCS2(=O)=O)cc1	-4	.	.	.	.	-3	4	.	-4
CC(C)CNC(=S)NC(=O)c1ccccc1Cl	4	3	-4	0	-2.2	-17	0	-2.7	-10
CN(C)CCNC(=O)CN1C(=O)COc2ccc(C(C)(C)C)cc21	1	-9	1	-14	-3.9	5	0	-4.2	1
O=c1c2ccccc2nc(-c2ccc(Cl)cc2Cl)n1O	2	10	-6	-8	-2.3	-7	4	-0.9	0
COc1ccc(C(=O)Nc2ccc(NC(=O)C3CCCCC3)nc2)cc1	2	2	-17	-5	-2.8	10	-7	-4.6	-4
O=C(CSc1nnc(Cc2ccccc2)o1)Nc1ccc(N2CCOCC2)cc1	1	.	.	.	.	-3	-1	.	-4
O=C(NCc1csc(-c2ccccc2)n1)c1ccco1	-1	21	-5	-7	0.2	1	2	-1.3	-2
O=C(C1=NN[C@@H]2C(=O)N(c3cccc(C(F)(F)F)c3)C(=O)[C@H]12)c1cnccn1	4	26	8	19	-4.5	-1	-2	-1.9	-2
O=C(CSc1n[nH]c(-c2ccccc2)n1)Nc1ccc(Br)cn1	2	-10	-5	-2	-0.1	-2	-5	-2.0	-3
Cc1noc(C)c1CSc1nnc(-c2ccncc2)n1-c1cccc(Cl)c1C	1	21	-12	-12	-0.8	18	-1	-3.2	-3
COc1ccc(NC(=O)[C@H](C)NC(=O)C2CCN(S(=O)(=O)c3ccc(C)cc3)CC2)cc1	-1	-2	-3	-9	-2.5	37	-2	-2.5	1
CSc1nc(NCC(C)O)c2c3c(sc2n1)CN(C)CC3 (stereo not drawn)	-2	8	-12	-4	4.8	-8	0	-2.5	-5
CCOc1ccccc1C(=O)N/N=C/c1cccc2cccnc12	-5	17	2	-6	9.2*	-2	3	-4.8	2
Cc1ccc(S(=O)(=O)NNc2ccccc2)c(C)c1	4	6	-8	12	-2.3	1	-6	-0.7	-3
COc1ccc(C(=O)NCc2ccc3[nH]c(C)cc3c2)cc1OC	5	8	-105	-6	-2.5	-11	-1	-3.9	-4

Compound profiles, from the list above:
OC1CCN(C(=S)Nc2ccc(Oc3ccccc3)cc2)CC1 in the list: IDE inh: 1; SUMO HTRF inh: 14; p-CIP stab down: -11; NS3 helicase inh: 4; VIM-2 inhibitor: -2.4; CRFBP-R2 block: 5; IDE cell activ: 4; IMP-1 inh: 1.6; GalR3 antagonist: -4
Cc1cccc(CN2CCC(CNC(=O)Cn3ncc4c([nH]c5ccccc54)c3=O)CC2)c1 in the list: IDE inh: -9; SUMO HTRF inh: 26; p-CIP stab down: -3; NS3 helicase inh: -12; VIM-2 inhibitor: 0.9; CRFBP-R2 block: 14; IDE cell activ: 3; IMP-1 inh: -1.6; GalR3 antagonist: 0

4 compounds picked at random from the list so far, as already listed:
SMILES	IDE inh	SUMO HTRF inh	p-CIP stab down	NS3 helicase inh	VIM-2 inhibitor	CRFBP-R2 block	IDE cell activ	IMP-1 inh	GalR3 antagonist
COc1ccc(C(=O)Nc2ccc(NC(=O)C3CCCCC3)nc2)cc1	2	2	-17	-5	-2.8	10	-7	-4.6	-4
O=C(CSc1n[nH]c(-c2ccccc2)n1)Nc1ccc(Br)cn1	2	-10	-5	-2	-0.1	-2	-5	-2.0	-3
O=C(CSc1nnc(Cc2ccccc2)o1)Nc1ccc(N2CCOCC2)cc1	1	.	.	.	.	-3	-1	.	-4
O=C(C1=NN[C@@H]2C(=O)N(c3cccc(C(F)(F)F)c3)C(=O)[C@H]12)c1cnccn1	4	26	8	19	-4.5	-1	-2	-1.9	-2

Compound activity: PubChem BioAssay, several laboratories

No enrichment for hits. About 3.2% of those tested had a hit in this group.
